# Cathepsin G inh: cathepsin G (human) inhibition; inhibition, % at 5 µM (by protocol); 0.2% of 62,000 active; AID 581; P08311; purified enzyme, AMC-tetrapeptide fluorescence, pooled mixtures;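 active = inhibition above 20% in each of the two mixture wells holding the compound; inactive = inhibition of 20% or less in either well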;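 also: 0% = enzyme control without mixture and 100% = blank lacking enzyme; strong numbers were not always called active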
# ROCK2 inh: inhibitors of human Rho kinase 2. O75116. purified ROCK2, Kinase-Glo ATP depletion luminescence. inhibition, % at 6 µM. 0.35% of 60,000 active. AID 604;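 active = inhibition above the screen-wide mean inhibition plus 3 SD, cut at about 18% in these data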;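 also: plate controls were DMSO wells for no effect and Y-27632 control wells after no-enzyme background subtraction for full effect; many of its hits are not listed in these tables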
# Target sequence (O75116 whole entry, looked up): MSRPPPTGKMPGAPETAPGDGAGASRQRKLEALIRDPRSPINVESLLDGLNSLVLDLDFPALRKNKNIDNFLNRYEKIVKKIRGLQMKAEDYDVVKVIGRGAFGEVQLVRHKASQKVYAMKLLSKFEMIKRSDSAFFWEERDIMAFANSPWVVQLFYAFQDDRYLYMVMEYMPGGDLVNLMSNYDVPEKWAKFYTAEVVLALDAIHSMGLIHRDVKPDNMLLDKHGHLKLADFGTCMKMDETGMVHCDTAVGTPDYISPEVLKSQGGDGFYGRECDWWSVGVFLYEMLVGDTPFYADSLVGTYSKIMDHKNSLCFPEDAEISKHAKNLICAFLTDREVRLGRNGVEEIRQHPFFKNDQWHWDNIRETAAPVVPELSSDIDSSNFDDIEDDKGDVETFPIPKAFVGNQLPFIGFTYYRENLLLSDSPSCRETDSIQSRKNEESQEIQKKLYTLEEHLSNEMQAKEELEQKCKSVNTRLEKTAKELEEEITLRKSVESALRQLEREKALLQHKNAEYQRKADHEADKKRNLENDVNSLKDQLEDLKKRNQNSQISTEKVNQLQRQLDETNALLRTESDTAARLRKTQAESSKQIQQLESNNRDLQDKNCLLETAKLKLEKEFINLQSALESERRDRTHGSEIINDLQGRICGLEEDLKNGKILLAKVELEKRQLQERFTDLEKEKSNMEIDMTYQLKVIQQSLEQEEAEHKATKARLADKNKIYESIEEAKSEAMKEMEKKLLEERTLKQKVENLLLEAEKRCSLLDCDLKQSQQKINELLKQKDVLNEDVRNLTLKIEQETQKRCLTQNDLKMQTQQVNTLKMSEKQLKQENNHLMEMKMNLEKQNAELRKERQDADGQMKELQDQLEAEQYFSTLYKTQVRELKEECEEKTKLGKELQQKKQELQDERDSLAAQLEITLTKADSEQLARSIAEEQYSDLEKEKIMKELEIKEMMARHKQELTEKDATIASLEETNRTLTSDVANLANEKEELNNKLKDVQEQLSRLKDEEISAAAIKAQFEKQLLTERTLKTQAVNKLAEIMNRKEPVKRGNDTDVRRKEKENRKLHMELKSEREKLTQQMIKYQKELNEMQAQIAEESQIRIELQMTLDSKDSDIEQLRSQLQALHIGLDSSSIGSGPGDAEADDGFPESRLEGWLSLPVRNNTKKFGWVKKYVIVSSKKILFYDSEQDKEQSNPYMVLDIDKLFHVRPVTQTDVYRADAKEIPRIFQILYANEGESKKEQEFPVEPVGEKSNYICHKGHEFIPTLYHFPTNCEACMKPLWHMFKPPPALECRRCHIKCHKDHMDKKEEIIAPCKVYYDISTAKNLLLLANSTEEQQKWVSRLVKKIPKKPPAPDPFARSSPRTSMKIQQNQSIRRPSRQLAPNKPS
# CatB mixtures: inhibitors of human cathepsin B in compound mixtures | P07858 | 0.06% of 62,000 active | AID 488 | inhibition, %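 (ten-compound pools at 5 µM per compound and 50 µM total)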 | Purified cathepsin B, AMC dipeptide fluorescence; in the data active = inhibition above about 22%, passing the limit was not always enough;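 also: 0% = enzyme without compound and 100% = no enzyme blank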
# CatL block: inhibitors of human cathepsin L; P07711; purified cathepsin L, fluorogenic substrate, fluorescence; inhibition, %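 (tested at 10 µM)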; 0.17% of 58,000 active; AID 460; in the data active = inhibition above about 45%;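 also: 0% = enzyme with no compound and 100% = no enzyme blank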
# PKA kinase inh: PKA (human) kinase inhibition. P17612. PKA Kemptide phosphorylation, Kinase-Glo ATP luminescence. inhibition, % at 6 µM. 0.1% of 65,000 active;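 active = inhibition above the screen-wide mean inhibition plus 3 SD, cut at about 21% in these data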; also: many of its hits are not listed in these tables
# Her2 expr inh: Her2 kinase expression inhibition; SKBR-3 HER2 protein level, AlphaScreen, 18-24 h; stronger effect = lower value; AID 645; HER2 level % of control, % at 10 µM; P04626; 0.69% of 65,000 active;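 active = HER2 level under 5% of the carrier-only control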;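 also: 100% = DMSO carrier and 0% = 500 nM PU-H71 HSP90 inhibitor; lower value means stronger loss of Her2 protein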
# CatS inh: human cathepsin S inhibition; inhibition, %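 (tested at 5 µM per compound within 10-compound mixtures)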; P25774; recombinant cathepsin S, AMC dipeptide fluorescence, pooled mixtures; 0.06% of 62,000 active; in the data active = inhibition above about 32%, passing the limit was not always enough;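 also: 0% = enzyme without compound and 100% = blank without enzyme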
# CatB inh: human cathepsin B inhibition; 0.1% of 63,000 active; purified cathepsin B, fluorogenic substrate, fluorescence; AID 453; inhibition, %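 (tested at 10 µM)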; P07858; in the data active = inhibition above about 21%;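 also: 0% = enzyme with no compound and 100% = no enzyme blank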
# C1s inh: human complement C1s inhibition. P09871. purified C1s, fluorogenic AMC substrate, pooled mixtures. mean inhibition % of two 10-compound mixtures (stronger effect = higher value), % at 5 µM (by protocol). 0.16% of 62,000 active;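 active = inhibition above 20% in each of the two 10-compound mixture wells holding the compound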;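 also: 0% = enzyme wells lacking compound mixture and 100% = no-enzyme blank wells; some compounds called inactive have numbers as strong as hits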
# Active calls of the source: *; . = no result given.
SMILES,Cathepsin G inh,ROCK2 inh,CatB mixtures,CatL block,PKA kinase inh,Her2 expr inh,CatS inh,CatB inh,C1s inh
COc1cccc(N2CC34C=CC(O3)C(C(=O)O)C4C2=O)c1 (stereo not given),-1,.,-2,.,-4,127,1,0,-3
O=C(c1ccc(N2CCCC2=O)cc1)N1CCN(c2ccccc2)CC1,6,4,2,14,8,105,0,0,-12
Cc1c(Br)cc(C(=O)N2CCN(CCO)CC2)c(C)c1C,3,7,-8,19,7,161,-7,5,-57
Cc1ccccc1Cn1ccc(NC(=O)c2onc(C)c2Cl)n1,3,-3,-2,11,8,87,-9,0,-10
C=CCn1c(O)c(C2=c3ccccc3=NC2=O)sc1=Nc1ccc(O)cc1,10,4,2,3,8,32,4,0,15
CCn1nc(CC(=O)Nc2ccc(-n3cnnn3)c(C)c2)c2ccccc2c1=O,-2,.,3,6,6,148,12,5,-18
COc1ccc(C(=O)NC2=C(C#N)CCC2)cc1OC,-2,6,1,-6,6,.,-2,0,4
O=C(Cn1nc(Cc2ccncc2)c2ccccc2c1=O)N1CCN(C(=O)c2ccco2)CC1,-2,4,4,15,6,75,6,3,4
CCN(C(=O)Cn1c(=O)n2nc(CCn3nc(C)cc3C)nc2c2ccccc21)c1cccc(C)c1,3,3,0,.,8,87,-5,-1,-5
O=C(CSc1nnc(-c2ccccc2)c(-c2ccccc2)n1)N1CCOCC1,-1,6,-14,-3,3,130,-14,0,-91
Cc1cc2c(cc1C)-c1nnnn1C(C)(C)C2,10,1,2,14,4,294,7,3,12
c1ccc2c(N3CCCCC3)nc(N3CCCCC3)nc2c1,.,3,.,18,-4,179,.,2,.
Cc1c(C(=O)NCc2cccnc2)oc2ccc(S(=O)(=O)N3CC(C)CC(C)C3)cc12 (stereo not given),13,3,6,2,6,74,4,1,6
Cc1ccc(NC2=CC(=O)CC(C)(C)C2)c(N)c1,9,4,2,6,2,94,6,4,8
CCn1c(CNc2ccc(F)cc2)nnc1SCC(=O)Nc1ccc(OC)cc1OC,11,-2,7,16,-3,112,15,6,16
COc1cc(=O)[nH]c(SCc2c(F)c(F)c(F)c(F)c2F)n1,2,-3,2,-1,-5,108,14,2,5
CCOC(=O)C1=C(c2ccccc2)NC(SCC(=O)Nc2cccc(C)c2)=C(C#N)C1c1ccco1 (stereo not given),-4,3,1,-4,0,61,-2,1,-10
COc1cc(C(=O)OCn2nnc3ccccc3c2=O)cc(OC)c1OC,1,.,0,.,10,72,11,0,7
O=C(NC1CCCc2ccccc21)C1CCN(c2nnc(-n3cccc3)s2)CC1 (stereo not given),10,6,2,29,4,96,2,2,14
CCOc1ccccc1NC(=O)N1CCC(c2nc3ccccc3[nH]2)CC1,11,4,4,-6,10,84,0,5,13
COC(=O)c1cc(C(=O)OC)cc(-n2c(C)cc(C(=O)CC#N)c2C)c1,-2,.,2,-8,7,191,-6,3,-3
CCOc1ccc(NC(=O)CSc2nc3cccnc3n2CC)cc1,11,2,5,5,10,68,22,5,13
Nc1ccc(OCc2ccccc2)cc1,-2,-1,4,.,4,107,-7,-6,-36
Cc1cccc(OCc2nnc3n2CCCCC3)c1,-10,-6,5,-1,11,85,8,7,-30
Cc1ccc(-c2nn[nH]n2)cc1,-5,2,22,0,12,99,2,-3,-9
Cc1nn(-c2ccccc2)c2c1C1(C(=O)N(C)c3ccccc31)C(C#N)=C(N)O2 (stereo not given),-4,2,1,0,5,79,3,0,-1
O=C(Cc1ccc(S(=O)(=O)N2CCOCC2)s1)NCC1CCCCC1,4,1,1,.,3,90,-3,0,4
CCCC(=O)Nc1ccccc1NC(=O)C1CCCCC1,1,2,6,2,2,53,0,-6,-32
CCN(CC)c1ccc(C2C(C(=O)OCCOC)=C(C)NC3=C2C(=O)CC(C)(C)C3)cc1 (stereo not given),-11,4,-2,.,8,99,-11,-2,-70
Cn1c(=O)cc(SCC(=O)Nc2ccc3c(c2)OCO3)c2ccccc21,8,1,-2,7,6,109,11,1,12
CCOc1ccc(Cn2nnc(C(=O)NCc3ccc(OC)cc3)c2N)cc1,4,0,1,-14,7,59,-1,2,4
CSc1ccc(C2C(C#N)=C(N)Oc3cc4c(cc32)OCO4)cc1 (stereo not given),48,5,0,10,5,41,10,12,47
O=C(O)C1CCCN1S(=O)(=O)c1ccc2[nH]c(=O)c(=O)[nH]c2c1 (stereo not given),-6,-2,-2,-6,-4,97,-7,3,-73
CCc1cc2c(CN3CCN(CCO)CC3)cc(=O)oc2cc1O,-5,4,-1,-175,11,101,-10,-5,-121
CCCC1(C(=O)OCC)NC(c2ccc(N(C)C)cc2)C2C(=O)N(c3ccc(OCC)cc3)C(=O)C21 (stereo not given),8,4,0,6,6,90,1,-1,-2
O=C(c1cccs1)N1CCC(c2ccccc2)C1 (stereo not given),1,7,2,-1,6,89,0,0,-45
CC1CC(NC(=O)c2cnc3n(c2=O)CCS3)CC(C)(C)C1 (stereo not given),11,-3,5,9,-8,89,19,4,0
O=C(CSc1nc2ccccc2o1)Nc1ccccc1,3,3,-2,0,2,82,8,1,-3
O=C(CSc1nnc(-c2cc3ccccc3cc2O)n1Cc1ccco1)c1ccc(F)cc1,-3,-5,1,4,1,84,15,-1,2
COC(=O)CSc1nc2cc(C)cc(C)c2cc1C#N,-1,4,1,18,8,94,7,2,-1
O=C1CC(c2ccccc2)Cc2nc(NCc3ccco3)ncc21 (stereo not given),-4,2,1,14,2,80,8,-2,-71
Cn1cc(S(=O)(=O)CC(=O)N2CCc3ccccc32)c2ccccc21,-4,0,-5,.,4,48,-2,-1,-105
CSC1=C(C#N)C(c2ccc(C)cc2)C2=C(CCCC2=O)N1 (stereo not given),8,-3,-1,15,1,91,10,1,9
Cc1c(C(=O)O)c(=S)sn1CCOc1ccccc1,.,0,.,23,-2,90,.,-4,.
O=C(C1CCCO1)N1CCN(c2c3c(nc4cc(-c5ccc(F)cc5)nn24)CCC3)CC1 (stereo not given),9,2,0,13,0,81,9,1,13
COc1ccc(Nc2cc(C)nc3nc(C)nn23)c(OC)c1,12,-1,4,.,5,80,-3,0,20
O=C(CSc1ncn[nH]1)NC1CC2CCC1C2 (stereo not given),-1,10,3,7,10,94,8,3,5
Cc1nnc(Sc2cc(C(=O)NCc3ccco3)c3ccccc3n2)s1,-4,-2,-3,4,-2,64,-1,-1,-17
COC(=O)c1ccccc1N=C(SC)N(C)C,1,-2,-1,10,-3,62,1,1,0
CN1CCN(CC#CCn2c3ccccc3c3ccccc32)CC1,10,6,3,.,2,82,3,0,15
Cc1cc(OCCN2CCCC2)ccc1C(C)C,-20,2,-5,4,-2,63,-15,-6,-190
O=C(COc1ccccc1)Nc1ccccc1N1CCN(c2ccc(F)cc2)CC1,-3,-1,-1,24,0,77,3,-2,-6
CCCCCn1c(CN2CCN(C)CC2)nc2c1c(=O)n(C)c(=O)n2C,-5,2,4,4,7,69,-2,2,3
O=c1[nH]cnc2scc(-c3cccs3)c12,7,-8,5,-11,-9,83,3,-1,10
CCN(CCCNC(=O)CC1Oc2ccc(C)cc2NC1=O)Cc1ccccc1 (stereo not given),10,6,4,27,0,69,11,2,14
Cc1nn(Cc2ccccc2Cl)c(C)c1NC(=O)C1C2CCC(O2)C1C(=O)O (stereo not given),-3,1,45,13,-2,97,.,10,-15
CCOc1ccc(S(=O)(=O)Nc2cccc(Cl)c2)cc1,10,3,8,10,2,196,-4,3,10
COC(=O)c1cc(C)sc1NC(=O)CCCC(=O)O,9,7,2,-1,10,133,45,-1,11
Cn1c(=O)c2c(SCc3ccccn3)nc(-c3ccccc3)nc2n(C)c1=O,11,-1,4,.,4,103,7,1,18
CC(C)Sc1nnc2n(CCc3ccccc3)c(=O)c3c4c(sc3n12)COC(C)(C)C4,.,3,.,5,2,111,.,2,.

# Gathered by group: those above with a COOH group
SMILES,Cathepsin G inh,ROCK2 inh,CatB mixtures,CatL block,PKA kinase inh,Her2 expr inh,CatS inh,CatB inh,C1s inh
COc1cccc(N2CC34C=CC(O3)C(C(=O)O)C4C2=O)c1 (stereo not given),-1,.,-2,.,-4,127,1,0,-3
O=C(O)C1CCCN1S(=O)(=O)c1ccc2[nH]c(=O)c(=O)[nH]c2c1 (stereo not given),-6,-2,-2,-6,-4,97,-7,3,-73
Cc1c(C(=O)O)c(=S)sn1CCOc1ccccc1,.,0,.,23,-2,90,.,-4,.
Cc1nn(Cc2ccccc2Cl)c(C)c1NC(=O)C1C2CCC(O2)C1C(=O)O (stereo not given),-3,1,45,13,-2,97,.,10,-15
COC(=O)c1cc(C)sc1NC(=O)CCCC(=O)O,9,7,2,-1,10,133,45,-1,11

# (next part)
SMILES,Cathepsin G inh,ROCK2 inh,CatB mixtures,CatL block,PKA kinase inh,Her2 expr inh,CatS inh,CatB inh,C1s inh
Brc1ccc(-c2csc(/N=C/N3CCOCC3)n2)cc1,0,2,0,-4,10,96,11,5,-1
COc1ccc2c(c1)CCc1c(C(=O)N3CCCCCC3)noc1-2,4,4,0,12,14,68,3,-2,-8
CCOC(=O)C1=C(C)NC(=O)NC1c1ccc(OCCO)c(OC)c1 (stereo not given),3,5,-11,-2,-1,88,-2,1,-27
CC(C)(C)/C(O)=C(/C#N)c1nc2ccccc2[nH]1,10,.,2,3,1,58,0,-1,16
CCCc1cc(=O)[nH]c(Nc2cc(OC)ccc2OC)n1,9,3,0,22,4,73,2,-2,-40
CC(=O)OC1CSc2nc3ccccc3n2C1 (stereo not given),9,3,6,8,10,90,8,-4,14
CCOC(=O)C1=C(c2ccccc2)N2CCS(=O)(=O)N=C2S1,8,0,-3,6,0,81,21,2,0
Nc1nc(NC(=O)c2cccnc2)nn1-c1ccccc1,13,2,7,7,-2,180,6,1,9
COc1ccccc1C(=O)NC(C)c1nc2ccccc2[nH]1 (stereo not given),5,.,2,.,2,121,-8,3,-31
C=CCn1c(=N)n(CC(=O)O)c2ccccc21,15,-1,5,12,2,102,2,1,18
COc1cccc(-c2nnc3sc(-c4ccc(Cl)cc4)nn23)c1,.,2,.,23,-2,95,.,0,.
CCOC(=O)c1c(C)c(-c2ccccc2)n(CC(=O)N2CCCC2)c1C,9,7,2,.,7,89,-4,3,2
Cc1nnc(NC(=O)c2cccc(F)c2)s1,3,4,3,9,6,91,8,1,5
CCOC(=O)NC(Nc1sc2c(c1C(=O)OC)CCN(C)C2)(C(F)(F)F)C(F)(F)F,.,-13,.,-3,0,100,.,0,.
COc1ccc2c(c1OC)C(=O)OC2Nc1ccccn1 (stereo not given),3,-4,1,0,-10,65,-6,-1,2
COc1nc(NS(=O)(=O)c2ccc(C)cc2)nc(C)c1Cl,.,8,.,2,6,93,.,5,.
CC(C)/C=C1\CCCCC1N(C)C(=O)NC(C)C (stereo not given),-2,6,5,19,9,118,5,-6,-7
CCOc1ccc(OCC)c(NC(=O)CCn2cccc2)c1,6,3,5,-5,1,86,-1,1,-1
COc1cccc(Cn2c(C3CC3)nc3ccc(NC(=O)c4ccco4)cc3c2=O)c1,-1,2,3,4,4,76,-3,-3,0
CC1CCCCN1CCCNC(=O)C1CCN(c2nc3ccccc3o2)CC1 (stereo not given),7,1,4,.,4,98,-1,5,9
Cc1ccc(-n2nc(C)c3c(-c4cccs4)c(C#N)c(N)nc32)cc1,-3,0,-1,6,3,106,6,-2,-11
CCCCNC(=O)c1cc2c(=O)n3cccc(C)c3nc2n(Cc2ccncc2)c1=N,-10,7,-14,-61,5,93,-11,-39,-155
Cc1csc(=O)n1CC(=O)OCc1cccc2ccccc12,-1,-8,-5,3,-5,109,8,1,-41
CCN(CC)c1nc(N)nc(NS(=O)(=O)c2ccc(Cl)cc2)n1,1,-4,-1,.,-8,92,3,-5,1

# High-throughput results as filed in PubChem.

# A portion of the library; rates above refer to the full screens.
